MEX-5 binding = C. elegans MEX-5 TCR-2 RNA binding activity | MEX-5/FITC-TCR2 RNA binding, fluorescence polarization; stronger effect = lower value | 300,000 compounds, 0.38% hits | activity score (negative = inhibition of binding), % at 10 µM;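 active = inhibition past about -25% in most replicates, and total fluorescence under double the plate's negative control median, limit read from the data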;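 note: 0% = DMSO and -100% = 5 µM competing unlabeled TCR2 RNA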
BCLXL inh = blocks human Bcl-xL binding to Bim BH3 peptide; Q07817; GST-Bcl-xL / FITC-Bim BH3 peptide fluorescence polarization; inhibition, % at 10.9 µM; 320,000 compounds, 0.7% hits; AID 2129;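 active = inhibition above the mean of all tested compounds plus 3 SD, cutoff set per campaign, cut at about 30% in these data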;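 note: 0% = DMSO wells and 100% = unlabeled Bim-BH3 peptide competitor; inhibitors lower millipolarization by displacing the labeled peptide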
Target sequence (Q07817 whole entry, looked up): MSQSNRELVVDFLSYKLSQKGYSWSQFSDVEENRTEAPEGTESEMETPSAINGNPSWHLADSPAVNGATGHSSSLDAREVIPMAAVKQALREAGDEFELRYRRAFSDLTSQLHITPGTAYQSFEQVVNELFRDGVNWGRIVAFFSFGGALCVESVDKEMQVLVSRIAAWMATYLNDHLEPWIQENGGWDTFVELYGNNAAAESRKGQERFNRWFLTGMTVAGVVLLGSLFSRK
CIT2-GFP yeast = modulators of TOR pathway CIT2-GFP in S. cerevisiae. S. cerevisiae CIT2-GFP strain, flow cytometry, 3 h; 100 means same as DMSO wells. GFP response vs DMSO, % at 10 µM. 320,000 compounds, 0.065% hits;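 active = GFP response relative to DMSO above a set limit, near the screen mean plus 3 SD, cut at about 150% in these data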;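 note: ratio of well median GFP fluorescence to mean of DMSO wells on the plate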
GLD-1 TGE inh = GLD-1-TGE RNA interaction inhibition (C. elegans). AID 2280. inhibition, % at 5.96 µM. 320,000 compounds, 0.44% hits. purified GLD-1 + fluorescein TGE RNA, fluorescence polarization. Q17339;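 active = percent inhibition above a per-plate cutoff, the plate mean of test compounds plus 3 SD, cut at about 30% in these data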;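 note: 0% = DMSO wells with GLD-1 and probe and 100% = wells lacking GLD-1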
MCL1-BIM inh = disrupts human MCL1 binding to BIM-BH3 peptide. AID 2057. inhibition, % at 10.9 µM. 320,000 compounds, 0.68% hits. GST-MCL1 / FITC-Bim-BH3 fluorescence polarization;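 active = inhibition above the mean inhibition of all tested compounds plus 3 SD, set per campaign, cut at about 40% in these data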;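 note: 0% = DMSO wells and 100% = unlabeled Bim-BH3 peptide control; higher means more loss of mP so more displacement of Bim peptide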
AGP1-GFP MLPCN = modulators of TOR pathway AGP1-GFP in S. cerevisiae; S. cerevisiae AGP1-GFP multiplex flow cytometry, 3 h; GFP as percent of DMSO wells; 320,000 compounds, 0.02% hits; GFP response vs DMSO, % at 10 µM;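 active = GFP response relative to DMSO above a set limit, near screen average plus 3 SD, cut at about 150% in these data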;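 note: median GFP channel fluorescence of the gated AGP1 strain per well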
GRK2 aptamer HTS = human GRK2 inhibition via aptamer displacement; P25098; bead flow cytometry, FAM-aptamer displacement from GRK2; inhibition of aptamer binding, % at 10 µM; 330,000 compounds, 0.59% hits;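 active = inhibition of aptamer binding above 40%, roughly 3 SD of noise, on plates passing a quality check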;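 note: median bead fluorescence of bound FAM aptamer so fluorescent compounds give negative values; no value below 0 was filed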
Target sequence (P25098 whole entry, looked up): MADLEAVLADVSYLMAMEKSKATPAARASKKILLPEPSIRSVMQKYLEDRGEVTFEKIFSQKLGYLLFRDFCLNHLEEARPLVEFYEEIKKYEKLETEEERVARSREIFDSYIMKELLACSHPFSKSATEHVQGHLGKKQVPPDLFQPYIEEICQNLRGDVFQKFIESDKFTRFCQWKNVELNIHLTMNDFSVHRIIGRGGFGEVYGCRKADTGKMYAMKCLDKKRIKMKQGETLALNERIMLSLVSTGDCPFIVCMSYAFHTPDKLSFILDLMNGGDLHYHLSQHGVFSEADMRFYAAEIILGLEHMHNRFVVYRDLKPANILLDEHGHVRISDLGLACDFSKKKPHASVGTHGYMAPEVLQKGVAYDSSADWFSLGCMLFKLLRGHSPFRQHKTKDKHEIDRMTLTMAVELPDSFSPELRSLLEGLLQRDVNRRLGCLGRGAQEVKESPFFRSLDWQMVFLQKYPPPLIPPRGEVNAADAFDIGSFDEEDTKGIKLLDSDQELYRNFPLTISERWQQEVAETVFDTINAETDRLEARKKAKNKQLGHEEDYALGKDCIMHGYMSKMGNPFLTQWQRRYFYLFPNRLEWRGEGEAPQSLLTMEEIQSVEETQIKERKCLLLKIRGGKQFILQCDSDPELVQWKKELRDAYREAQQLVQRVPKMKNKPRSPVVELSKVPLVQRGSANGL
VLA-4 inh = inhibition in a human VLA-4 binding assay; VLA-4 expressing cells, ligand binding flow cytometry; inhibition, % (about 7 µM as worked out from the volumes in the protocol); 330,000 compounds, 0.2% hits; in the data active = inhibition above about 50%
Fam108B counter = blocks mouse Fam108B hydrolase in RBBP9 counter-screen. recombinant Fam108B, FP-Rh probe fluorescence polarization. inhibition, % at 9.51 µM. 300,000 compounds, 0.33% hits;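 active = inhibition above the screen mean inhibition plus 3 SD, computed separately per campaign, cut at about 18% in these data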;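 note: inhibitors lower polarization as less probe binds the enzyme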
* = called active by the depositor.

Cc1ccc(Cn2c(=N)c(C(=O)NCC3CCCO3)cc3c(=O)n4cccc(C)c4nc32)cc1 (centres undefined) was read as MEX-5 binding -2.2, BCLXL inh 4, CIT2-GFP yeast 97, GLD-1 TGE inh 1, MCL1-BIM inh 3, AGP1-GFP MLPCN 99, GRK2 aptamer HTS 1, VLA-4 inh 0 and Fam108B counter 0.
`CCN(CC)S(=O)(=O)c1ccc2c(c1)nc(CCC(=O)Nc1ccc3c(c1)OCO3)n2CC` gave MEX-5 binding 2.8, BCLXL inh 1, CIT2-GFP yeast 92, GLD-1 TGE inh 2, MCL1-BIM inh 8, AGP1-GFP MLPCN 93, GRK2 aptamer HTS 0, VLA-4 inh -8 and Fam108B counter 3.
Screening Cc1cccc(-n2c(C)cc(/C=N\NC(=O)c3ccco3)c2C)c1 returned MEX-5 binding -1.6, BCLXL inh -9, CIT2-GFP yeast 94, GLD-1 TGE inh 2, MCL1-BIM inh -22, AGP1-GFP MLPCN 92, GRK2 aptamer HTS 0, VLA-4 inh 42 and Fam108B counter 1.
Screening O=C(NCC(=O)N1CCCC1C(=O)O)OC1CCCCC1 (centres undefined) returned MEX-5 binding -5.1, BCLXL inh 6, CIT2-GFP yeast 103, GLD-1 TGE inh 1, MCL1-BIM inh -7, AGP1-GFP MLPCN 99, GRK2 aptamer HTS 0, VLA-4 inh 0 and Fam108B counter 1.
Cc1cccc(NC(=O)CCCn2cc([N+](=O)[O-])cn2)n1 was read as MEX-5 binding 2.4, BCLXL inh 5, CIT2-GFP yeast 100, GLD-1 TGE inh -6, MCL1-BIM inh 1, AGP1-GFP MLPCN 111, GRK2 aptamer HTS 1, VLA-4 inh 10 and Fam108B counter 0.
Cc1cc(C(=O)NC2CCCc3c2cnn3-c2ccc(C)c(C)c2)no1 (centres undefined) was read as MEX-5 binding 0.7, BCLXL inh 8, CIT2-GFP yeast 94, GLD-1 TGE inh -2, MCL1-BIM inh 7, AGP1-GFP MLPCN 94, GRK2 aptamer HTS 2, VLA-4 inh 9 and Fam108B counter -2.
Screening CCOc1ccc(N(CC(=O)Nc2cccnc2)S(C)(=O)=O)cc1 returned MEX-5 binding -0.3, BCLXL inh 4, CIT2-GFP yeast 98, GLD-1 TGE inh 8, MCL1-BIM inh -1, AGP1-GFP MLPCN 108, GRK2 aptamer HTS 5, VLA-4 inh 10 and Fam108B counter -3.
For C=CCC(C(=O)NC(C)c1ccccc1)C(=O)NC(C)c1ccccc1 (centres undefined) the results were MEX-5 binding -1.9, BCLXL inh 3, CIT2-GFP yeast 93, GLD-1 TGE inh 1, MCL1-BIM inh 5, AGP1-GFP MLPCN 94, GRK2 aptamer HTS 1, VLA-4 inh 12 and Fam108B counter 2.
`COc1ccc(N2C(=O)CC(NNC(=O)c3ccco3)C2=O)cc1` (centres undefined) gave MEX-5 binding 1.4, BCLXL inh 1, CIT2-GFP yeast 93, GLD-1 TGE inh -5, MCL1-BIM inh 1, AGP1-GFP MLPCN 98, GRK2 aptamer HTS 0, VLA-4 inh 15 and Fam108B counter -3.
CSCCC(NC(=O)c1ccccc1)C(=O)NCC(C)(C)N1CCOCC1 (centres undefined) was read as BCLXL inh 2, CIT2-GFP yeast 88, GLD-1 TGE inh 3, MCL1-BIM inh 2, AGP1-GFP MLPCN 100, GRK2 aptamer HTS 0 and VLA-4 inh 6.
For COC(=O)c1ccc(CSc2nc(-c3ccco3)cc(C(F)(F)F)n2)o1 the results were MEX-5 binding 1.6, BCLXL inh -2, CIT2-GFP yeast 104, GLD-1 TGE inh 11, MCL1-BIM inh -3, AGP1-GFP MLPCN 100, GRK2 aptamer HTS 0, VLA-4 inh 5 and Fam108B counter 1.
O=C(Cc1ccccc1[N+](=O)[O-])N1CCc2ccccc2C1 was read as MEX-5 binding -2.0, BCLXL inh 2, CIT2-GFP yeast 96, GLD-1 TGE inh -13, MCL1-BIM inh -5, AGP1-GFP MLPCN 103, GRK2 aptamer HTS 5, VLA-4 inh 11 and Fam108B counter -2.

Two entries picked at random from those above:
O=C(Cc1ccccc1[N+](=O)[O-])N1CCc2ccccc2C1 was read as MEX-5 binding -2.0, BCLXL inh 2, CIT2-GFP yeast 96, GLD-1 TGE inh -13, MCL1-BIM inh -5, AGP1-GFP MLPCN 103, GRK2 aptamer HTS 5, VLA-4 inh 11 and Fam108B counter -2.
For COC(=O)c1ccc(CSc2nc(-c3ccco3)cc(C(F)(F)F)n2)o1 the results were MEX-5 binding 1.6, BCLXL inh -2, CIT2-GFP yeast 104, GLD-1 TGE inh 11, MCL1-BIM inh -3, AGP1-GFP MLPCN 100, GRK2 aptamer HTS 0, VLA-4 inh 5 and Fam108B counter 1.

(cont.)
Screening COc1cccc(N2CCN(C3CC(=O)N(c4cccc(Cl)c4)C3=O)CC2)c1 (centres undefined) returned MEX-5 binding 0.3, BCLXL inh 4, CIT2-GFP yeast 93, GLD-1 TGE inh -4, MCL1-BIM inh 4, AGP1-GFP MLPCN 111, GRK2 aptamer HTS 0, VLA-4 inh 2 and Fam108B counter 1.
`Cc1ccc(C(=O)O/N=C2\CC3CCC2(C)C3(C)C)cc1` (centres undefined) gave MEX-5 binding 1.7, BCLXL inh 7, CIT2-GFP yeast 108, GLD-1 TGE inh 3, MCL1-BIM inh 8, AGP1-GFP MLPCN 109, GRK2 aptamer HTS 0, VLA-4 inh -5 and Fam108B counter -1.
For Cc1ccc(Nc2nc(N)nc(CCl)n2)c(C)c1 the results were MEX-5 binding 3.1, BCLXL inh 3, CIT2-GFP yeast 98, GLD-1 TGE inh 10, MCL1-BIM inh 4, AGP1-GFP MLPCN 103, GRK2 aptamer HTS 0, VLA-4 inh 2 and Fam108B counter 3.
`N/C(=N\OC(=O)c1ccc(Cl)cc1Cl)c1ccncc1` gave MEX-5 binding 1.5, BCLXL inh 4, CIT2-GFP yeast 102, GLD-1 TGE inh 2, MCL1-BIM inh -1, AGP1-GFP MLPCN 103, GRK2 aptamer HTS 1, VLA-4 inh 2 and Fam108B counter -5.
`Cc1cc(=O)cc(C)n1-c1ccccc1N1CCOCC1` gave MEX-5 binding 2.0, BCLXL inh 2, CIT2-GFP yeast 97, GLD-1 TGE inh 3, MCL1-BIM inh -6, AGP1-GFP MLPCN 93, GRK2 aptamer HTS 1, VLA-4 inh -4 and Fam108B counter -3.
Screening OC(COc1ccc(F)cc1Cl)CN1CCc2ccccc2C1 (centres undefined) returned MEX-5 binding -1.2, BCLXL inh 5, CIT2-GFP yeast 108, GLD-1 TGE inh 12, MCL1-BIM inh 4, AGP1-GFP MLPCN 110, GRK2 aptamer HTS 0, VLA-4 inh -16 and Fam108B counter 0.
For O=S(=O)(NCc1csc(-c2cccnc2)n1)c1ccc(Cl)s1 the results were MEX-5 binding 2.0, BCLXL inh 4, CIT2-GFP yeast 98, GLD-1 TGE inh 1, MCL1-BIM inh 0, AGP1-GFP MLPCN 99, GRK2 aptamer HTS 0, VLA-4 inh 7 and Fam108B counter -4.
Cc1cccc(NC(=O)c2ccc(S(=O)(=O)N(C)C)cc2)n1 was read as MEX-5 binding -1.1, BCLXL inh 9, CIT2-GFP yeast 120, GLD-1 TGE inh -1, MCL1-BIM inh 4, AGP1-GFP MLPCN 95, GRK2 aptamer HTS 0, VLA-4 inh 5 and Fam108B counter 3.
For C=CCNC(=O)C1CCN(S(C)(=O)=O)CC1 the results were MEX-5 binding -3.2, BCLXL inh -2, CIT2-GFP yeast 107, GLD-1 TGE inh 4, MCL1-BIM inh 4, AGP1-GFP MLPCN 99, GRK2 aptamer HTS 5, VLA-4 inh -8 and Fam108B counter 3.
Oc1c(C=C2N=c3ccccc3=N2)sc(=S)n1-c1ccc2ccccc2c1 was read as MEX-5 binding 1.5, BCLXL inh 1, CIT2-GFP yeast 96, GLD-1 TGE inh -5, MCL1-BIM inh 3, AGP1-GFP MLPCN 102, GRK2 aptamer HTS 21, VLA-4 inh -2 and Fam108B counter -2.
`Cn1nnnc1Sc1ncnc2scc(-c3cccc(Br)c3)c12` gave CIT2-GFP yeast 104, GLD-1 TGE inh 5, AGP1-GFP MLPCN 102, GRK2 aptamer HTS 6 and VLA-4 inh -5.
O=C(NCCC1=CCCCC1)Nc1ccc2nsnc2c1 was read as MEX-5 binding 0.3, BCLXL inh 6, CIT2-GFP yeast 105, GLD-1 TGE inh 2, MCL1-BIM inh 5, AGP1-GFP MLPCN 101, GRK2 aptamer HTS 0, VLA-4 inh 1 and Fam108B counter 0.
`CC(C)(C)c1cc(CSC(=S)NC2CCS(=O)(=O)C2)c(Br)c(C(C)(C)C)c1` (centres undefined) gave MEX-5 binding -1.3, BCLXL inh 1, CIT2-GFP yeast 110, GLD-1 TGE inh 0, MCL1-BIM inh 8, AGP1-GFP MLPCN 109, GRK2 aptamer HTS 0, VLA-4 inh 12 and Fam108B counter -7.
For Cc1nonc1OCCN1CCN(c2ccccc2[N+](=O)[O-])CC1 the results were MEX-5 binding -0.2, BCLXL inh 0, CIT2-GFP yeast 108, GLD-1 TGE inh 5, MCL1-BIM inh 4, AGP1-GFP MLPCN 112, GRK2 aptamer HTS 2, VLA-4 inh 0 and Fam108B counter -2.
`CCC(=O)Nc1cc(-c2cc3ccccc3oc2=O)ccc1OC` gave MEX-5 binding 0.6, BCLXL inh 2, CIT2-GFP yeast 90, GLD-1 TGE inh -3, MCL1-BIM inh -8, AGP1-GFP MLPCN 89, GRK2 aptamer HTS 4, VLA-4 inh 3 and Fam108B counter 0.
For CCCNC(=O)Cn1c(-c2ccc(F)cc2)cc(C(=O)OCC)c1C the results were MEX-5 binding 0.5, BCLXL inh 3, CIT2-GFP yeast 96, GLD-1 TGE inh 5, MCL1-BIM inh 8, AGP1-GFP MLPCN 101, GRK2 aptamer HTS 1, VLA-4 inh 5 and Fam108B counter 2.
O=C(COC(=O)Cc1ccccc1F)Nc1cccc(F)c1 was read as MEX-5 binding -0.6, BCLXL inh 1, CIT2-GFP yeast 92, GLD-1 TGE inh 2, MCL1-BIM inh 1, AGP1-GFP MLPCN 101, GRK2 aptamer HTS 1, VLA-4 inh 0 and Fam108B counter -1.
Screening CC1(C)Cc2c(sc(NC(=O)C(=O)NCC3CCCO3)c2C(N)=O)CO1 (centres undefined) returned MEX-5 binding -4.0, BCLXL inh 3, CIT2-GFP yeast 115, GLD-1 TGE inh 2, MCL1-BIM inh 4, AGP1-GFP MLPCN 115, GRK2 aptamer HTS 1, VLA-4 inh 5 and Fam108B counter 0.
`COC(=O)c1c(NC(=O)CCCC(=O)O)sc2c1CCC2` gave MEX-5 binding 2.1, BCLXL inh 7, GLD-1 TGE inh 5, MCL1-BIM inh 8, AGP1-GFP MLPCN 102, GRK2 aptamer HTS 0, VLA-4 inh -4 and Fam108B counter 1.
Cc1cc(=O)oc2cc(OC(=O)C3CCN(C(=O)c4ccc(F)cc4)CC3)ccc12 was read as MEX-5 binding 0.1, BCLXL inh 4, CIT2-GFP yeast 88, GLD-1 TGE inh -2, MCL1-BIM inh -4, AGP1-GFP MLPCN 100, GRK2 aptamer HTS 2, VLA-4 inh 9 and Fam108B counter 1.
For CC1(C(=O)NCC2CCCO2)Oc2cccnc2NC1=O (centres undefined) the results were MEX-5 binding 3.0, BCLXL inh 1, CIT2-GFP yeast 93, GLD-1 TGE inh 3, MCL1-BIM inh -7, AGP1-GFP MLPCN 103, GRK2 aptamer HTS 0, VLA-4 inh 7 and Fam108B counter 0.
`CCN(CC)CCN1C(=O)C2C(C(=O)Nc3cccc(C)c3)C3C=CC2(O3)C1C(=O)NC1CCCC(C)C1C` (centres undefined) gave MEX-5 binding 0.2, BCLXL inh 8, CIT2-GFP yeast 96, GLD-1 TGE inh 2, MCL1-BIM inh 8, AGP1-GFP MLPCN 97, GRK2 aptamer HTS 0, VLA-4 inh 2 and Fam108B counter -3.

Source: PubChem (several laboratories)
